APOBEC3G inh – inhibitors of human APOBEC3G DNA deaminase; Q9HC16; recombinant A3G, ssDNA deamination FAM/TAMRA fluorescence; AID 493012; 330,000 compounds, 0.28% hits; inhibition, % at 20 µM;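 active means inhibition of at least 40% at 20 µM, with no more than 30% in the related APOBEC3A deaminase screen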;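 further: plate controls were DMSO wells with A3G for no effect and wells lacking A3G enzyme for full effect; some compounds called inactive have numbers as strong as hits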
Target sequence (Q9HC16 whole entry, looked up): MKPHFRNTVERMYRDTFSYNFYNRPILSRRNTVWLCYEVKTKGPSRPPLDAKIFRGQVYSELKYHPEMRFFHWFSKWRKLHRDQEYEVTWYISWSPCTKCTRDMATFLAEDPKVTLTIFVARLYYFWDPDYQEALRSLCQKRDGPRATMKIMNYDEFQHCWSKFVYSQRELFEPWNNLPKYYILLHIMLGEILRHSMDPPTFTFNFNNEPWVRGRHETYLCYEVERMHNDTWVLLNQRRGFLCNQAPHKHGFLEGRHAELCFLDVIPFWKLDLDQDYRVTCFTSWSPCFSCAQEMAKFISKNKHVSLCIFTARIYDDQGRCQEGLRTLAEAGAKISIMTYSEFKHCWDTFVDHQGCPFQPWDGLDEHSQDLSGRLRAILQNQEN
hIAP block – human IAP inhibition; purified IAP, CDP-Star luminescence, 30 min; inhibition, % at 10 µM; 330,000 compounds, 0.12% hits;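 active means inhibition reaching a set limit with compound at 10 µM in the primary screen, cut at about 35% in these data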;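 further: plate controls were DMSO wells with enzyme for no effect and no-enzyme buffer wells for full effect; values of inactives mirror those of a sister screen read the other way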
Target sequence (P09923 whole entry, looked up): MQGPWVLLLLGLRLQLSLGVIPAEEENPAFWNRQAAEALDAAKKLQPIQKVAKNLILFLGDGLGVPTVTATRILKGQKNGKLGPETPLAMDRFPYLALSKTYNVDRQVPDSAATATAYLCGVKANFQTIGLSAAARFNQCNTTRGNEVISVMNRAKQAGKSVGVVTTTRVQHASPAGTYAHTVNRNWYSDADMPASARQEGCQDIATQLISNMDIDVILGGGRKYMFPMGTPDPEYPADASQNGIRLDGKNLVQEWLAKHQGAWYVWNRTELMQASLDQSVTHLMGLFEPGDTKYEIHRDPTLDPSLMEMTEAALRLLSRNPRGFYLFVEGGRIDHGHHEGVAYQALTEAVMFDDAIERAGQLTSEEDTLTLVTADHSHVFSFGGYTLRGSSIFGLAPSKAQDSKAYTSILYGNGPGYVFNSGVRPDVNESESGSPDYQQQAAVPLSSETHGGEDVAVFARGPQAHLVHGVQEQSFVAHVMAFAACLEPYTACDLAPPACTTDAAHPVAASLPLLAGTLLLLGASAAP
A3A deaminase – blocks human APOBEC3A ssDNA deamination; P31941; recombinant A3A, FAM/TAMRA ssDNA deamination fluorescence; inhibition, % at 20 µM; 330,000 compounds, 0.41% hits;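 active means at least 40% inhibition at 20 µM here, with at most 30% in a related deaminase screen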;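 further: plate controls were A3A with DMSO for no effect and wells lacking A3A enzyme for full effect; some results filed as inactive read as strong as hits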
hIAP act – human IAP activation; P09923; purified human IAP, CDP-Star luminescence, 30 min; active compounds read high; 1 = vehicle-only enzyme, 0 = enzyme-free background; activation factor at 10 µM; 330,000 compounds, 0.16% hits;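 active means activation factor of the enzyme at least 2-fold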; further: the source names both 10 and 20 µM as test concentration; values of inactives mirror those of a sister screen read the other way
mIAP act – increases mouse intestinal alkaline phosphatase activity; muIAP, CDP-Star luminescence, 30 min; active compounds read high; 1 = vehicle-only enzyme signal, 0 = enzyme-free wells; activation factor at 10 µM; 330,000 compounds, 0.24% hits; AID 2805;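 active means activation factor of at least 2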; further: the source names both 10 and 20 µM as test concentration; values of inactives mirror those of a sister screen read the other way
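Assay system: mouse IAP enzyme; Reagent: CDP-Star chemiluminescent phosphatase substrate; Compound: DMSO-dissolved test compounds; Incubation: 30 min, room temperature; Technique: luminescence from enzymatic CDP-Star hydrolysis; Controls: DMSO-only wells and no-enzyme negative control.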
beta cell repl – MIN6 beta-cell proliferation induction | MIN6 cells proliferation, ATPlite luminescence, 48 h; cells starved in 0.2% serum; 100% = growth in 10% serum | 330,000 compounds, 0.29% hits | proliferation, % at 10 µM;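 active means compounds whose signal lies at least 3.5 SD above the mean of all wells on their plate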;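 further: 0% = DMSO-treated cells in low-serum medium and 100% = 10% serum control; some compounds called inactive have numbers as strong as hits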
GRIN3A LBD mod – modulators (binders) of human NR3A ligand-binding domain | NR3A LBD differential scanning fluorimetry, Tm shift; 0% = protein alone, 100% = glycine-bound protein | AID 1259313 | Tm shift relative to glycine control, % at 25 µM | 340,000 compounds, 2.5% hits;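 active means melting temperature shift of at least 10% of the positive control shift, at one fixed dose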
mIAP inh – mouse IAP inhibition; 330,000 compounds, 0.2% hits; purified mouse IAP, CDP-Star luminescence, 30 min; inhibition, % at 10 µM;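 active means inhibition of at least 40% at 10 µM in the primary screen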;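 further: plate controls were DMSO with enzyme for no effect and no enzyme wells for full effect; values of inactives mirror those of a sister screen read the other way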
MPTP block – inhibitors of mitochondrial permeability transition pore | isolated mouse mitochondria, Ca2+ swelling absorbance, 30 min | 360,000 compounds, 1.4% hits | inhibition, % at 10 µM;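 active means inhibition of 50% or more, scaled per plate between neutral and stimulator controls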;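 further: 0% = DMSO wells given calcium and 100% = 1 mM EGTA wells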
An asterisk follows results filed as active. Compounds as they come. About 5% of those tested had a hit in this group.

Sequence of screens: APOBEC3G inh, hIAP block, A3A deaminase, hIAP act, mIAP act, beta cell repl, GRIN3A LBD mod, mIAP inh, MPTP block
O=C(CCl)Nc1ccc(N2CCCCCC2)cc1
  -2, 5, -4, 0.95, 0.97, -5, -1, 3, 0.1
COc1ccccc1C(=O)Nc1ccc2c(c1)OCO2
  2, -10, 5, 1.1, 1.1, -1, 5, -13, -0.3
CCOC(=O)COc1coc(CN2CCN(c3ccccc3)CC2)cc1=O
  -2, -7, -2, 1.1, 1, 2, 0, -1, -4.0
CCOc1cc(NS(=O)(=O)c2ccc(NC(C)=O)cc2)c(OCC)cc1NC(=O)C(C)C
  -5, 13, -2, 0.87, 0.94, -3, 0, 6, -0.5
Cc1cccc(OCC(=O)NCC2CCCO2)c1C (stereo unspecified)
  -8, 4, 3, 0.96, 0.87, -3, 1, 13, 1.1
Cc1ccc(NC(=O)CCCn2nc(C)c3c(C)n(-c4ccccc4)nc3c2=O)c(Cl)c1
  -1, 23, -2, 0.77, 0.97, -5, -2, 3, 1.3
CCOC(=O)Cc1c(C)c2c(O)cc(O)cc2oc1=O
  -3, 13, -2, 0.87, 0.98, -3, -3, 2, -2.4
O=C(Cc1c[nH]c2ccccc12)OCC(=O)c1ccccc1
  -6, 2, -2, 0.98, 0.92, -3, 2, 8, 1.1
CCOC(=O)c1ccc(NC(=O)CSc2nc(C)nc3c2c(=O)n(C)c(=O)n3C)cc1
  2, 5, 0, 0.95, 0.89, -1, -28, 12, -0.5
CC(C)(C)OC(=O)NN1CC(=O)N2Cc3[nH]c4ccccc4c3C[C@H]2C1=O
  -5, -4, -1, 1, 1.1, -3, 2, -7, -1.3
CCCc1sc(N/N=C/c2ccccn2)nc1-c1ccc(F)cc1
  -5, 8, -5, 0.92, 0.8, -4, -9, 20, 2.1
Cc1cc(C(=O)CN2C(=O)CN(C)C2=O)c(C)n1-c1cccc(S(=O)(=O)N2CCOCC2)c1
  -1, -2, 3, 1, 1, -1, -2, -2, -2.5
COC(=O)c1ccccc1NC(=O)Nc1cccc(C)n1
  -4, 1, 2, 0.99, 0.99, -1, 1, 0, -4.7
CCOC(=O)N1CCN(S(=O)(=O)c2ccc(OC)c3ccccc23)CC1
  -4, 13, -3, 0.87, 0.95, 1, 2, 4, 0.4
CN(C)CC/C=C1/c2ccc(F)cc2Sc2ccc(Cl)cc21
  -1, 14, 0, 0.86, 1, -4, -2, -4, -5.5
Cc1ccccc1NC(=O)COC(=O)COc1ccc2c(c1)CCC2
  -11, 2, -4, 0.97, 0.91, 1, 1, 9, -1.8
Cc1ccc(-c2nc(CSc3nc4ccccc4c(=O)n3CCO)cs2)cc1
  0, 13, 1, 0.87, 0.84, -2, 0, 16, 4.2
COc1cccc(Nc2nc(-c3ccc(O)cc3)cs2)c1
  -7, 26, -2, 0.73, 0.83, -3, 23*, 17, -2.2
O=C(N/N=C/c1ccc(Cl)c([N+](=O)[O-])c1)c1ccc2nc[nH]c2c1
  -4, -32, -3, 1.3, 0.97, -3, 13*, 3, -0.6
O=C(NC1CCCC1)C(c1cccnc1)N(C(=O)c1ccco1)c1ccc(F)cc1 (stereo unspecified)
  -11, -3, -4, 1, 0.93, 6, -1, 7, 0.5
COc1cc(CNCc2ccc(C)cc2)cc(OC)c1OC
  1, -4, 6, 1, 1.1, 0, -1, -8, -1.5
CCCNC(=O)NCc1ccc(N2CCCC2=O)cc1
  -2, -10, -1, 1.1, 1, 0, 2, -3, 2.2
O=C(CN=C1NS(=O)(=O)c2ccccc21)OCC(=O)c1ccccc1
  -6, 2, 2, 0.98, 1, -2, -1, 0, 2.3
Cc1cc(=O)oc2cc(OCC(=O)N3CC[C@@]4(O)CCCC[C@H]4C3)ccc12
  -11, 17, -4, 0.83, 1, 2, -1, -2, 0.8
Nc1cc(S(=O)(=O)O)cc([N+](=O)[O-])c1O
  -1, 2, 7, 0.98, 0.76, -1, -2, 24, -0.4
O=C(C[n+]1cccc(/C=N/O)c1)N1CCCc2ccccc21
  7, -4, 2, 1, 1, 2, 1, -4, 2.4
Cn1c(=O)[nH]c(=O)c2c1nc(CN1CCN(c3ccc(F)cc3)CC1)n2CCc1ccccc1
  -8, -15, -4, 1.2, 1, -2, 3, -4, 3.1
COc1ccc(/C=C2\SC(=O)N(CCNC(=O)Cc3coc4cc(OC)ccc34)C2=O)cc1
  -6, -3, -3, 1, 0.9, -2, -8, 10, 6.6
O=C(CNc1cccc(S(=O)(=O)N2CCCC2)c1)Nc1ccc(F)c(F)c1
  -10, 1, -3, 0.99, 1, -1, -3, -4, 1.0
CNc1snc(C)c1C(=O)OC(C)C(=O)Nc1cccc(OC)c1 (stereo unspecified)
  -5, -5, 2, 1, 1.1, -1, 4, -15, 1.2
O=C(Cc1ccccc1)NNC(=O)C1CC=CCC1 (stereo unspecified)
  -4, -4, 2, 1, 1.1, -2, 2, -5, -0.2
Cc1nn(-c2ccccc2)c2sc(C(=O)N(CC(=O)NC(C)(C)C)Cc3ccco3)cc12
  -1, -11, 2, 1.1, 0.95, -4, -2, 5, -1.6
COc1ccc(NS(=O)(=O)c2ccc(NC(=S)NC(=O)c3cccc(F)c3)cc2)nn1
  -6, 9, -1, 0.91, 0.99, 0, 0, 1, 0.7
CC(C)CCNC(=O)c1cc2c(=O)[nH]c3ccccc3c2s1
  -3, -3, 4, 1, 1, 3, 0, -4, -0.4
COc1cc(C2=NOC(C(=O)NCc3ccco3)C2)cc(OC)c1OC (stereo unspecified)
  -10, 7, 2, 0.93, 0.98, 1, 0, 2, -0.1
CC1=CCC[C@@H]2[C@@](C)(CC/C(C)=C/C(=O)O)[C@H](C)CC[C@@]12C
  -11, -25, -1, 1.3, 0.9, -6, -5, 10, 1.5
CN(C)S(=O)(=O)c1ccc(NC(=O)N2CCOCC2)cc1
  -7, -9, -2, 1.1, 0.99, -2, 0, 1, -0.5
CCCCOC(=O)CSc1nnc(N)s1
  -1, -2, 5, 1, 1, 2, 1, -3, -1.5
C[C@@H](C(=O)N1CCNCC1)n1cc(CCCN=C(N)N)nn1
  -1, -8, -1, 1.1, 1.1, -2, 0, -6, 0.4
CC12CCC(=O)N1C(C(=O)Nc1ccc(Cl)c(S(=O)(=O)N3CCCCC3)c1)CS2 (stereo unspecified)
  -7, -4, 2, 1, 0.99, -4, 1, 1, 0.6
CCOC(=O)Cc1c(C)nc2c(-c3ccc(Cl)cc3)c(C)nn2c1C
  -7, -9, 5, 1.1, 1.1, -3, 2, -8, -0.7
CCCN(CC(=O)Nc1ccccc1C)C(=O)c1cccc(S(=O)(=O)N2CCN(c3ccccc3)CC2)c1
  -7, -4, 0, 1, 1.1, -4, -1, -7, -0.5
NC(=O)CSc1nc2ccccc2c(=O)n1-c1ccccc1
  -4, -8, -1, 1.1, 1, 0, 1, 0, 0.2
COc1ccc(C(=O)N(C)C2CCCN(Cc3ccccc3F)C2)cc1C (stereo unspecified)
  -2, -1, -3, 1, 1.1, 0, 0, -8, 3.7
COc1ccc2oc(-c3cccc(NC(=O)CSc4ccc(Cl)cc4)c3)nc2c1
  -7, 4, -3, 0.96, 0.92, -3, 14*, 8, 87*
COC(=O)c1cc(N=Nc2c(C)[nH]c3ccccc23)cc(C(=O)OC)c1
  -4, 8, -3, 0.92, 0.94, -1, -2, 6, 10
CC(NC(=O)C1CC12CCC2)c1ccccc1 (stereo unspecified)
  -6, -5, -3, 1.1, 0.97, -2, -3, 3, 0.8
Cc1ccc(S(=O)(=O)c2c(C)nn(C(C)(C)C)c2OC(=O)c2cccs2)cc1
  -6, 15, -1, 0.85, 0.97, -4, 2, 3, -0.4
Cc1ccc(C(=O)NC(=S)N2CC(C)OC(C)C2)cc1[N+](=O)[O-] (stereo unspecified)
  -1, 0, -2, 1, 0.96, 0, 1, 4, -3.4
COc1cccc(C(=O)/C=C/Nc2ccc(S(=O)(=O)Nc3ncccn3)cc2)c1
  -6, 13, 0, 0.87, 1, 0, 2, 0, 0.1
COc1cc(NC(=O)COc2ccc(-n3cnnn3)cc2)c(OC)cc1Cl
  0, -5, 7, 1.1, 0.99, 3, 0, 1, 4.5
CN(C)S(=O)(=O)Oc1ccccc1C(=O)Nc1ccc(F)cc1F
  -7, 1, -2, 0.99, 0.93, 0, -3, 7, 0.3
O=C(Nc1ccccc1NC(=O)C1CCCO1)c1ccco1 (stereo unspecified)
  -2, -10, 1, 1.1, 0.9, 0, 0, 10, 1.8

Some of the entries so far, with tabs:
molecule	APOBEC3G inh	hIAP block	A3A deaminase	hIAP act	mIAP act	beta cell repl	GRIN3A LBD mod	mIAP inh	MPTP block
CN(C)S(=O)(=O)c1ccc(NC(=O)N2CCOCC2)cc1	-7	-9	-2	1.1	0.99	-2	0	1	-0.5
CCCCOC(=O)CSc1nnc(N)s1	-1	-2	5	1	1	2	1	-3	-1.5
C[C@@H](C(=O)N1CCNCC1)n1cc(CCCN=C(N)N)nn1	-1	-8	-1	1.1	1.1	-2	0	-6	0.4
CC12CCC(=O)N1C(C(=O)Nc1ccc(Cl)c(S(=O)(=O)N3CCCCC3)c1)CS2 (stereo unspecified)	-7	-4	2	1	0.99	-4	1	1	0.6
CCOC(=O)Cc1c(C)nc2c(-c3ccc(Cl)cc3)c(C)nn2c1C	-7	-9	5	1.1	1.1	-3	2	-8	-0.7
CCCN(CC(=O)Nc1ccccc1C)C(=O)c1cccc(S(=O)(=O)N2CCN(c3ccccc3)CC2)c1	-7	-4	0	1	1.1	-4	-1	-7	-0.5
NC(=O)CSc1nc2ccccc2c(=O)n1-c1ccccc1	-4	-8	-1	1.1	1	0	1	0	0.2
COc1ccc(C(=O)N(C)C2CCCN(Cc3ccccc3F)C2)cc1C (stereo unspecified)	-2	-1	-3	1	1.1	0	0	-8	3.7
COc1ccc2oc(-c3cccc(NC(=O)CSc4ccc(Cl)cc4)c3)nc2c1	-7	4	-3	0.96	0.92	-3	14*	8	87*
